Bioassay records deposited in PubChem BioAssay by several laboratories.
STK33 kinase inh – human STK33 kinase inhibition; purified STK33, MBP phosphorylation, ADP-Glo luminescence; inhibition, % at 10 µM; actives 0.073% (n = 320,000); Q9BYT3;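 active = inhibition at or above 25%, using the most active replicate where run in duplicate; inactive = inhibition below 25%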
Target sequence (Q9BYT3 whole entry, looked up): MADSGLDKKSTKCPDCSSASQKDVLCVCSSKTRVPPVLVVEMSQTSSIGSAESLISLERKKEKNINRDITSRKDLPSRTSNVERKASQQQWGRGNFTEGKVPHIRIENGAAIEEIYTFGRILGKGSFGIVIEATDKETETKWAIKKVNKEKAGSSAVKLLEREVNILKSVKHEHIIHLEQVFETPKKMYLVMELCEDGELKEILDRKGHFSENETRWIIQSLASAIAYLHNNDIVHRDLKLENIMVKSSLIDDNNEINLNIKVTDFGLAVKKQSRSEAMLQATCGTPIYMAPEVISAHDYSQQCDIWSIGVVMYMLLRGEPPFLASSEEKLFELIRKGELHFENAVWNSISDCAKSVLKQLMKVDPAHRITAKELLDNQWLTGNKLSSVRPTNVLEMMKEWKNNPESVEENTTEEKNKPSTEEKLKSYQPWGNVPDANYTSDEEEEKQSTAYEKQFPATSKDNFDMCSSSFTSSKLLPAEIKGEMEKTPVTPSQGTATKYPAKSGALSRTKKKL
OX1R antag-1 – blocks the human orexin 1 receptor | O43613 | CHO/OX1R cells, Fluo-8 calcium fluorescence, orexin A | inhibition, % at 5 µM | actives 0.43% (n = 330,000) | AID 434989;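 active = inhibition above its plate's threshold, mean inhibition of all tested compounds on the plate plus 3 SD, cut at about 37% in these data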;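 note: 0% = orexin A challenge wells and 100% = SB-334867-A antagonist wells; not every result past the cut was called active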
Target sequence (O43613 whole entry, looked up): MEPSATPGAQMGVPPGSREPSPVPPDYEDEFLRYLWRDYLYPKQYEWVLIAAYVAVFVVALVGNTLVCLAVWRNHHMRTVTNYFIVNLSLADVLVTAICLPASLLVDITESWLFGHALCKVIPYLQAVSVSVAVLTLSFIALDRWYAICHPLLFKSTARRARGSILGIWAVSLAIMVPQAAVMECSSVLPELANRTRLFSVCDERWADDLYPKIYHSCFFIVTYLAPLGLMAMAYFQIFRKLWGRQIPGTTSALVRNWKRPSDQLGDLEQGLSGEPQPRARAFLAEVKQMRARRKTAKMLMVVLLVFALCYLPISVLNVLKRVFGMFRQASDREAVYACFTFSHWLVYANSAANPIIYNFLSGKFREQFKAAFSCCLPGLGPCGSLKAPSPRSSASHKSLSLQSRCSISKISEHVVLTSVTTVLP
OX1R antag-2 – blocks the human orexin 1 receptor. actives 1.8% (n = 330,000). O43613. inhibition, % at 6.6 µM. AID 485270. OX1R-expressing cells, FRET antagonist read-out; in the data active = inhibition mostly above about 38%, no sharp cut-off; inactive = mostly below about 40%;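 note: 0% = agonist challenge alone and 100% = reference antagonist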
* marks the source's active call; other numbers are inactive results. Random draw from the library; 2.2% or so of the library scored in one or more.

CN1CCN(C(=O)CN(CCc2ccccc2)S(C)(=O)=O)CC1 was read as STK33 kinase inh -2.2, OX1R antag-1 -9 and OX1R antag-2 -1.
COc1ccc(Cn2c3ccc(OC)cc3c3nc4ccccc4nc32)cc1 was read as STK33 kinase inh -0.3, OX1R antag-1 3 and OX1R antag-2 2.
`Cn1c(SCc2cccc(C(F)(F)F)c2)nnc1-c1ccco1` gave STK33 kinase inh -2.3, OX1R antag-1 1 and OX1R antag-2 19.
`COCCNC(=S)N1CCN(c2nc(-c3cccc(OC)c3)cs2)CC1` gave STK33 kinase inh -2.0, OX1R antag-1 -12 and OX1R antag-2 21.
For O=C(NCc1ccccc1)c1cccc(F)c1F the results were STK33 kinase inh -1.2, OX1R antag-1 -16 and OX1R antag-2 5.
For COc1ccccc1NC(=O)CCNC(=O)Cn1ccc2ccccc2c1=O the results were STK33 kinase inh -2.1, OX1R antag-1 3 and OX1R antag-2 5.
Cc1ccccc1-c1nn(-c2ccc(F)cc2F)cc1CNCC(C)O (configuration not stated) was read as STK33 kinase inh -1.8, OX1R antag-1 -14 and OX1R antag-2 7.
For CC1(C(=O)N2CCC(CO)(Cc3cccc(C(F)(F)F)c3)CC2)CC1 the results were STK33 kinase inh -1.3, OX1R antag-1 -29 and OX1R antag-2 12.
For O=C(CCC(=O)N1CCN(Cc2ccc(F)cc2)CC1)Nc1nnc(C(F)(F)F)s1 the results were STK33 kinase inh -2.2, OX1R antag-1 -2 and OX1R antag-2 5.
Cc1cc(N(CN2CCCC2=O)C(=O)c2ccccc2)no1 was read as STK33 kinase inh -2.3, OX1R antag-1 -4 and OX1R antag-2 5.
For FC(F)(F)c1cnc(Oc2ccccc2-c2nnco2)c(Cl)c1 the results were STK33 kinase inh -3.5, OX1R antag-1 -28 and OX1R antag-2 11.
Screening COc1cc([N+](=O)[O-])ccc1N=Nc1c(N)[nH]n(-c2ccccc2)c1=O returned STK33 kinase inh -1.7, OX1R antag-1 -14 and OX1R antag-2 15.
CCCS(=O)(=O)N1CCC(C(=O)NCCC(C)C)CC1 was read as STK33 kinase inh -0.4, OX1R antag-1 -12 and OX1R antag-2 2.
For CCC/C(O)=C1\C(=O)CC(c2ccccc2)CC1=NC(C)C(=O)O (configuration not stated) the results were STK33 kinase inh 2.0, OX1R antag-1 4 and OX1R antag-2 8.
`CCN(Cc1ccccc1)S(=O)(=O)c1ccc(C(=O)N(CCCN(C)C)c2nc3cc(C)cc(C)c3s2)cc1` gave STK33 kinase inh -1.4, OX1R antag-1 -27 and OX1R antag-2 15.
Screening N#C/C(=C(O)\C=C\c1ccccc1)c1nc2ccccc2[nH]1 returned STK33 kinase inh 2.4, OX1R antag-1 -32 and OX1R antag-2 18.
Screening C[C@H]1CN([C@@H](C)CO)C(=O)c2cc(NC(=O)C3CCCCC3)ccc2O[C@H]1CN(C)C(=O)Nc1ccc2c(c1)OCO2 returned STK33 kinase inh -1.0, OX1R antag-1 -8 and OX1R antag-2 1.
CCOC(=O)Cc1csc(NC(=O)CCc2ccccc2)n1 was read as STK33 kinase inh 0.0, OX1R antag-1 -38 and OX1R antag-2 3.
`CC1(C)COCN1C(=O)c1ccc(C#N)cc1` gave STK33 kinase inh -2.0, OX1R antag-1 5 and OX1R antag-2 -2.
For COc1cc(/C=C2/NC(=O)N(CC(=O)Nc3ccc(C)cc3)C2=O)ccc1Oc1ccc([N+](=O)[O-])cn1 the results were STK33 kinase inh -1.7, OX1R antag-1 -15 and OX1R antag-2 5.
Screening COc1ccc(CCNC(=O)C2CCN(S(=O)(=O)c3ccc(SC)cc3)CC2)cc1 returned STK33 kinase inh -0.7, OX1R antag-1 -27 and OX1R antag-2 14.
Screening CCCCc1nnc(SC(C)C(=O)Nc2nccs2)n1C (configuration not stated) returned STK33 kinase inh -0.6, OX1R antag-1 4 and OX1R antag-2 8.
For Cc1ccc(C(=O)NCCN2CCOCC2)c(Cl)c1 the results were STK33 kinase inh -0.2, OX1R antag-1 3 and OX1R antag-2 21.
C/C(CC(=O)Nc1ccc(N(C)C)cc1)=N\NC(=O)c1ccc(C(C)(C)C)cc1 was read as STK33 kinase inh -1.1, OX1R antag-1 -25 and OX1R antag-2 7.
For CCCCC(=O)Nc1cc(OCC)c(NC(=S)NC)cc1OCC the results were STK33 kinase inh -0.8, OX1R antag-1 -35 and OX1R antag-2 11.
Screening Cc1cc2nc(=O)c(/C=C3\C=Nc4ccccc43)c(N)n2o1 returned STK33 kinase inh -1.0, OX1R antag-1 -1 and OX1R antag-2 23.
For O=C(O)c1ccc(NS(=O)(=O)c2ccc3c(c2)C(=O)c2ccccc2C3=O)cc1 the results were STK33 kinase inh 2.5, OX1R antag-1 3 and OX1R antag-2 24.
`CC(=O)Nc1cccc(NC(=O)C2CCN(C(=O)c3ccco3)CC2)c1` gave STK33 kinase inh -0.5, OX1R antag-1 -2 and OX1R antag-2 8.
Screening CC(C)=CC(=O)Nc1nnc(C(C)C)s1 returned STK33 kinase inh -1.4, OX1R antag-1 -16 and OX1R antag-2 -9.
Nc1ccccc1S(=O)(=O)NC1=NCCCCC1 was read as STK33 kinase inh -1.0, OX1R antag-1 -1 and OX1R antag-2 10.
Screening Cc1c(-c2ccco2)[n+](=O)c2c(n1[O-])CCCCC2 returned STK33 kinase inh -0.7, OX1R antag-1 -4 and OX1R antag-2 24.
O=C1NC(c2ccccc2)=NC1(Nc1ccccn1)C(F)(F)F (configuration not stated) was read as STK33 kinase inh 0.1, OX1R antag-1 1 and OX1R antag-2 15.
CCC(=O)NC(Nc1nc(C)cs1)(C(=O)OC)C(F)(F)F (configuration not stated) was read as STK33 kinase inh 0.7, OX1R antag-1 0 and OX1R antag-2 19.
For Cc1ccc(OC(C)C(=O)Nc2ccccc2C(=O)NCc2cccnc2)cc1C (configuration not stated) the results were STK33 kinase inh -0.4, OX1R antag-1 -18 and OX1R antag-2 29.
For CN1CCN(C(=S)NC(=O)/C=C/c2cccc3ccccc23)CC1 the results were STK33 kinase inh 2.2, OX1R antag-1 -10 and OX1R antag-2 4.
CCN(C(=O)COC(=O)CCC(=O)c1cccs1)c1ccccc1 was read as STK33 kinase inh -0.9, OX1R antag-1 -22 and OX1R antag-2 1.
`O=S(=O)(Nc1ncccn1)c1ccc(NC(=S)N2CCN(c3cccc(C(F)(F)F)c3)CC2)cc1` gave STK33 kinase inh -0.3, OX1R antag-1 0 and OX1R antag-2 8.
`CCOC(=O)NC(=O)COC(=O)Cc1cc(OC)c(OC)c(OC)c1` gave STK33 kinase inh 0.8, OX1R antag-1 -20 and OX1R antag-2 17.
Screening C1CCN(c2nc3nonc3nc2N2CCCCC2)CC1 returned STK33 kinase inh 0.0, OX1R antag-1 -23 and OX1R antag-2 5.
Cc1cc(NCc2ccccc2)c2ccccc2n1 was read as STK33 kinase inh -2.7, OX1R antag-1 -7 and OX1R antag-2 19.
`Cc1cc(N(CN2CCCC2=O)C(=O)c2ccc(F)cc2)no1` gave STK33 kinase inh -1.1, OX1R antag-1 0 and OX1R antag-2 7.
`COc1cc(OC)cc(C(=O)N2CCN(C(=O)c3ccc(-c4ccccc4)cc3)CC2)c1` gave STK33 kinase inh 0.0, OX1R antag-1 -26 and OX1R antag-2 16.
`Cc1ccc(C)c(S(=O)(=O)N2CCN(C(=O)Nc3ccccc3)CC2)c1` gave STK33 kinase inh -0.9, OX1R antag-1 -6 and OX1R antag-2 14.
Screening Cc1ccccc1NC(=O)CN1C(=O)CSc2ccccc21 returned STK33 kinase inh -1.2, OX1R antag-1 -8 and OX1R antag-2 6.
For Cc1cc(C)cc(C(=O)N(NC(=O)Nc2ccc(Cl)cc2)C(C)(C)C)c1 the results were STK33 kinase inh -0.8, OX1R antag-1 17 and OX1R antag-2 24.
Screening COc1ccc(S(=O)(=O)NCc2ccc3c(c2)OCO3)cc1C returned STK33 kinase inh -1.7, OX1R antag-1 -9 and OX1R antag-2 21.
Cc1cc(=O)oc2c(C)c(OCC(=O)N3CCN(c4ccc(F)cc4)CC3)ccc12 was read as STK33 kinase inh -1.2, OX1R antag-1 -11 and OX1R antag-2 12.
For CCOC(=O)C1C(=O)OC(C)(C)C1C(C)C(=O)c1ccc(C)cc1C (configuration not stated) the results were STK33 kinase inh -0.7, OX1R antag-1 -9 and OX1R antag-2 14.
For COc1ccc(C(=O)NC(=S)N2CCCc3ccccc32)cc1OC the results were STK33 kinase inh 0.7, OX1R antag-1 -20 and OX1R antag-2 44.
S=c1[nH]nc(-c2ccc(Br)cc2)n1-c1ccc2c(c1)OCCO2 was read as STK33 kinase inh -2.0, OX1R antag-1 0 and OX1R antag-2 26.
For COCCn1c(SCC(=O)Nc2cc(C)on2)nc2ccccc2c1=O the results were STK33 kinase inh 1.6, OX1R antag-1 -16 and OX1R antag-2 7.
Cc1onc(-c2ccccc2Cl)c1C(=O)NCc1cccnc1 was read as STK33 kinase inh 7.8, OX1R antag-1 -2 and OX1R antag-2 1.
Screening CCCCS(=O)(=O)Nc1ccc(C(=O)NCC2CCCO2)cc1 (configuration not stated) returned STK33 kinase inh 0.9, OX1R antag-1 -8 and OX1R antag-2 10.
For C[N+]1(CCOc2ccc([N+](=O)[O-])cc2)CCOCC1 the results were STK33 kinase inh -1.1, OX1R antag-1 -19 and OX1R antag-2 28.
`O=C(O)c1ccc(CP(=O)(c2ccccc2)c2ccccc2)cc1` gave STK33 kinase inh -1.6, OX1R antag-1 1 and OX1R antag-2 1.
C=CCOC(=O)C1C(=O)CC(C)(O)C(C(=O)OCC=C)C1c1ccc(OC)cc1 (configuration not stated) was read as STK33 kinase inh -2.1, OX1R antag-1 -14 and OX1R antag-2 18.
Screening Cc1cccc(C(=O)Nc2nnc(-c3ccc(C(C)(C)C)cc3)s2)c1 returned STK33 kinase inh -1.3, OX1R antag-1 -10 and OX1R antag-2 13.
`CCOC(=O)Cc1c(C)nc2cc(C)nn2c1C` gave STK33 kinase inh -1.4, OX1R antag-1 -14 and OX1R antag-2 7.
`COc1cccc(-c2ccc(C#N)c(SCC(=O)NCCc3cccc(Cl)c3)n2)c1` gave STK33 kinase inh -0.8, OX1R antag-1 2 and OX1R antag-2 17.
Screening Cc1cc(S(=O)(=O)NCc2cccnc2)ccc1-n1cnnn1 returned STK33 kinase inh -0.8, OX1R antag-1 -8 and OX1R antag-2 17.
`Cc1cc(N2CCN(C(=O)c3ccco3)CC2)nc(-c2ccccc2)n1` gave STK33 kinase inh -1.2, OX1R antag-1 15 and OX1R antag-2 43.
`Cc1cc(=O)oc2c(C)c(OC(C)C(=O)NCc3ccccn3)ccc12` (configuration not stated) gave STK33 kinase inh -2.4, OX1R antag-1 -31 and OX1R antag-2 27.
For O=C1Nc2c(c(=O)[nH]c(=O)n2-c2ccccc2)C1(Nc1ncccn1)C(F)(F)F (configuration not stated) the results were STK33 kinase inh 4.5, OX1R antag-1 -9 and OX1R antag-2 20.
Screening CC(OC(=O)C1CC1)C(=O)Nc1cccc(S(=O)(=O)N2CCOCC2)c1 (configuration not stated) returned STK33 kinase inh -1.5, OX1R antag-1 -11 and OX1R antag-2 13.
For Cc1cc(CN2CCCC(C(=O)Nc3cccc(-n4cccn4)c3)C2)cc(C)c1O (configuration not stated) the results were STK33 kinase inh -0.9, OX1R antag-1 -4 and OX1R antag-2 5.
For COC(=O)Oc1ccc(/C=N/NC(=O)CN(c2ccccc2Br)S(C)(=O)=O)cc1OC the results were STK33 kinase inh 1.2, OX1R antag-1 -17 and OX1R antag-2 34.
CCOCCCNCc1ccc(OC)c(OC)c1 was read as STK33 kinase inh 0.1, OX1R antag-1 -19 and OX1R antag-2 8.
For Cc1ccc(/C=C/C(=O)O)cc1S(=O)(=O)N1CCCCC1 the results were STK33 kinase inh -1.1, OX1R antag-1 -1 and OX1R antag-2 0.
Screening O=C(c1ccc(=O)[nH]c1)N1CCN(S(=O)(=O)c2ccc(Cl)cc2)CC1 returned STK33 kinase inh -1.6, OX1R antag-1 -3 and OX1R antag-2 13.
CCOC(=O)CCCCCN1C(=O)c2cccc3cccc(c23)C1=O was read as STK33 kinase inh -2.3, OX1R antag-1 -29 and OX1R antag-2 17.
CCCCN1C(=O)C2C(C(=O)Nc3cccc(OC)c3)C3C=CC2(O3)C1C(=O)NC1CCCCC1C (configuration not stated) was read as STK33 kinase inh -3.0, OX1R antag-1 -33 and OX1R antag-2 11.
For C=CCn1c(SCC(=O)Nc2c(C)n(C)n(-c3ccccc3)c2=O)nc2sc(C)c(C)c2c1=O the results were STK33 kinase inh -0.4, OX1R antag-1 -27 and OX1R antag-2 21.

Fetched one by one from the entries so far, 6 records:
Screening CCCCc1nnc(SC(C)C(=O)Nc2nccs2)n1C (configuration not stated) returned STK33 kinase inh -0.6, OX1R antag-1 4 and OX1R antag-2 8.
`O=S(=O)(Nc1ncccn1)c1ccc(NC(=S)N2CCN(c3cccc(C(F)(F)F)c3)CC2)cc1` gave STK33 kinase inh -0.3, OX1R antag-1 0 and OX1R antag-2 8.
Screening Cc1cc2nc(=O)c(/C=C3\C=Nc4ccccc43)c(N)n2o1 returned STK33 kinase inh -1.0, OX1R antag-1 -1 and OX1R antag-2 23.
CCOCCCNCc1ccc(OC)c(OC)c1 was read as STK33 kinase inh 0.1, OX1R antag-1 -19 and OX1R antag-2 8.
S=c1[nH]nc(-c2ccc(Br)cc2)n1-c1ccc2c(c1)OCCO2 was read as STK33 kinase inh -2.0, OX1R antag-1 0 and OX1R antag-2 26.
For COc1ccccc1NC(=O)CCNC(=O)Cn1ccc2ccccc2c1=O the results were STK33 kinase inh -2.1, OX1R antag-1 3 and OX1R antag-2 5.
